Screens (PubChem BioAssay)
M1 ag: agonists of human M1 muscarinic receptor | P11229 | CHO-K1 hM1, Fluo-8 calcium fluorescence, agonist mode; 0% DMSO, 100% acetylcholine EC100 | activation, % at 3 µM | 360,000 compounds, 0.33% hits | AID 588814;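 active = activation above the run's mean compound activation plus 3 SD, cut at about 16% in these data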;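 note: peak over basal fluorescence ratio within a 140 s kinetic read after compound addition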
Target sequence (P11229 whole entry, looked up): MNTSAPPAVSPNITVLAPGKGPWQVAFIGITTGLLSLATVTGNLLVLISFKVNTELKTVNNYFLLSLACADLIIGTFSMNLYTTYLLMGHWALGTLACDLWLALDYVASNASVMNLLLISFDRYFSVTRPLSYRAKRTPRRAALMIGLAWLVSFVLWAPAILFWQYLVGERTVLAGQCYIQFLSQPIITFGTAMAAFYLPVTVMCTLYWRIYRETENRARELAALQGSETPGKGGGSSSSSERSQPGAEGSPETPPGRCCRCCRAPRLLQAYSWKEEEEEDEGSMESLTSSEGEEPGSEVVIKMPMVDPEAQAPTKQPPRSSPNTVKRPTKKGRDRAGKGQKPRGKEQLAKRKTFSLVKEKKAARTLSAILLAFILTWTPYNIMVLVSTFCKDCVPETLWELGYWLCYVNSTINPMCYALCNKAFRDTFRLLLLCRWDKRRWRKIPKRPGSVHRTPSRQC
M1 antag: human CHRM1 antagonism. P11229. CHO-K1 hM1, Fluo-8 calcium fluorescence, ACh EC80 antagonist. inhibition, % at 3 µM. 360,000 compounds, 1.3% hits. AID 588852;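 active = percent inhibition above its own plate's cutoff, namely the mean of that plate's compound wells plus 3 SD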;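 note: peak over basal fluorescence ratio during 140 s after agonist addition; 0% = ACh EC80 plus DMSO and 100% = DMSO alone without agonist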
CHO-K1 Ca PAM: M1 PAM counterscreen hit in parental CHO-K1 cells | ATP EC20, Fluo-8 calcium fluorescence; 0% at ATP EC20, 100% at ATP max | activation, % at 3 µM | 360,000 compounds, 0.02% hits;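 active = activation above the run cutoff, the mean activation of all test compounds plus 3 SD, cut at about 40% in these data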;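 note: peak over basal fluorescence ratio in a 140 s read after ATP addition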
TAAR1 antag: human TAAR1 antagonism | CHO RD-HGA16 TAAR1, Fluo-8 calcium fluorescence, antagonist | inhibition, % at 3 µM | 360,000 compounds, 1.5% hits | AID 624466;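 active = inhibition above a per-plate cutoff, the mean inhibition of test compounds on that plate plus 3 SD, cut at about 49% in these data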;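 note: 0% = DMSO plus EC80 beta-PEA response and 100% = DMSO alone without agonist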
Target sequence (Q96RJ0 whole entry, looked up): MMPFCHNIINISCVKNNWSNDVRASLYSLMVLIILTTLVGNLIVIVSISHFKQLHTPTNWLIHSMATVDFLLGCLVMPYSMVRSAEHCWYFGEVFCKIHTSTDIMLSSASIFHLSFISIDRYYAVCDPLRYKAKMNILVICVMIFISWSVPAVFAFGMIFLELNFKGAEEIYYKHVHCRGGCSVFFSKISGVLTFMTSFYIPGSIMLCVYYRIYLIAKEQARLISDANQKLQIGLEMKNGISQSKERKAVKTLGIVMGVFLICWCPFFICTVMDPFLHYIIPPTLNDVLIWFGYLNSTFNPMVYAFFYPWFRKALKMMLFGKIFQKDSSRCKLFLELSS
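Assay system: CHO-derived RD-HGA16 cells stably expressing human TAAR1 plus Gα16. Timing: 140 s kinetic read after compound, 140 s after agonist. Technique: kinetic Fluo-8 calcium fluorescence measurement. Measure: % inhibition of agonist calcium response.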
TAAR1 ag: agonists of human TAAR1 | activation, % at 3 µM | CHO RD-HGA16 TAAR1, Fluo-8 calcium fluorescence; vehicle wells 0%, saturating PEA agonist 100% | Q96RJ0 | 360,000 compounds, 0.99% hits;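 active = activation above the mean activation of all test compounds in the run plus 3 SD, cut at about 38% in these data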
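Assay system: CHO-derived RD-HGA16 cells with stable Gα16 and human TAAR1; timing: 17-24 h seeding, 75 min 37 °C dye, 30 min RT; read-out: % activation from peak over basal fluorescence ratio, DMSO-to-PEA scaled; measured by: kinetic Fluo-8 calcium fluorescence; benchmarks: low control DMSO, high control PEA (EC100); doses: 3 µM single concentration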
CHRM1 PAM: positive allosteric modulators of human M1 muscarinic receptor. P11229. CHO-K1 hM1, Fluo-8 calcium fluorescence, ACh EC20; 0% = ACh EC20, 100% = maximal ACh. activation, % at 3 µM. 360,000 compounds, 0.088% hits. AID 588819; in the data active = activation above about 19%, passing the limit was not always enough
CHO-K1 Ca antag: M1 antagonist counterscreen hit in parental CHO-K1 cells. ATP-induced calcium, Fluo-8 fluorescence. inhibition, % at 3 µM. 360,000 compounds, 0.6% hits. AID 602250;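 active = inhibition above a per-plate cutoff, the plate's mean sample inhibition plus 3 SD, cut at about 24% in these data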;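 note: 0% = DMSO plus EC80 ATP and 100% = DMSO alone without ATP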
CHO-K1 Ca ag: counter-screen for M1 agonists: effect in parental CHO-K1 cells. Fluo-8 calcium fluorescence; scaled to maximal ATP response, vehicle zero. activation, % at 3 µM. 360,000 compounds, 0.48% hits; in the data active = activation above about 15%;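 note: untransfected CHO-K1 host cells lacking M1 receptor as counterscreen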
CHO parental Ca: counter-screen for OX1R antagonists: effect in parental CHO cells. AID 463079. parental CHO-K1, ATP-induced calcium, Fluo-8 fluorescence. 330,000 compounds, 0.63% hits. inhibition, % at 5.6 µM;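 active = inhibition above that plate's mean sample inhibition plus 3 SD, cut at about 26% in these data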;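 note: 0% = ATP-challenged DMSO wells and 100% = DMSO wells without ATP; some compounds past the cut are filed as inactive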
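Assay system – parental CHO cells · Reagent – ATP stimulus · Detection – intracellular calcium via Fluo-8 no-wash fluorescent dye · Evaluation – percent inhibition of ATP-evoked calcium rise, normalized to controls · Controls – ATP wells versus no-ATP DMSO wells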
* hit, by the source's call; / = no result given. Rows were taken by chance; about 4.4% have a hit in one of these screens.

Sample of the layout (3 entries):
SMILES	M1 ag	M1 antag	CHO-K1 Ca PAM	TAAR1 antag	TAAR1 ag	CHRM1 PAM	CHO-K1 Ca antag	CHO-K1 Ca ag	CHO parental Ca
O=C1NCCN(Cc2ccc(Cl)c(F)c2)C1CC(=O)N1CCCO1 (stereo not given)	-9	-11	-2	4	5	5	1	0.0	-1
COc1ccc(/C=C/C(=O)NC(=S)N2CCN(c3ccccn3)CC2)cc1OC	-3	18	6	36	9	-6	-12	5.4	-16
Cc1ccc(Cn2c(=S)[nH]c3ccccc3c2=O)cc1	2	-10	0	3	3	-2	-20	0.8	12

This part in full, from the first entry:
SMILES	M1 ag	M1 antag	CHO-K1 Ca PAM	TAAR1 antag	TAAR1 ag	CHRM1 PAM	CHO-K1 Ca antag	CHO-K1 Ca ag	CHO parental Ca
O=C1NCCN(Cc2ccc(Cl)c(F)c2)C1CC(=O)N1CCCO1 (stereo not given)	-9	-11	-2	4	5	5	1	0.0	-1
COc1ccc(/C=C/C(=O)NC(=S)N2CCN(c3ccccn3)CC2)cc1OC	-3	18	6	36	9	-6	-12	5.4	-16
Cc1ccc(Cn2c(=S)[nH]c3ccccc3c2=O)cc1	2	-10	0	3	3	-2	-20	0.8	12
Cc1c(Br)c(C(F)(F)F)nn1CC(=O)NCc1ccccc1	-6	-7	36	-10	1	3	-17	2.1	-18
CC(=O)c1c(C)[nH]c(C(=O)OCC(=O)Nc2ccc(Cl)cc2[N+](=O)[O-])c1C	-1	34*	-8	35	10	-13	37*	13	12
Brc1ccccc1-c1nnc(-c2cccnc2)o1	-3	-12	1	8	16	5	-2	0.6	-16
COc1ccc(C(=O)N[C@H](C(=O)NCCCn2nc(C)cc2C)C(C)C)cc1	-4	-8	-19	-13	4	13	7	-0.6	-17
Cc1cc(N2CCN(C)CC2)nc2ccc(NC(=O)c3cccnc3Cl)cc12	-2	-7	-4	-15	3	6	16	-0.1	-6
COc1ccc(/C=N\NC(=O)c2ccc(Cn3cc(Br)c([N+](=O)[O-])n3)o2)c(OC)c1C	-3	6	3	15	6	2	10	-0.4	-11
CCCN1C(=O)c2cc(C(=O)Nc3cccc(C(C)=O)c3)ccc2C1Nc1cccc(C(C)=O)c1 (stereo not given)	2	23	-12	74*	14	-6	8	6.6	1
Cc1cc(C)n2nc(C(=O)OCC(=O)N(Cc3ccccc3)C(C)C)nc2n1	-3	-8	17	-21	6	9	-18	1.5	/
Cc1cc(Cl)cc(C)c1OCCCCn1ccnc1	0	-1	13	10	14	3	-28	8.7	-4
CC(C)CCn1c(CN2CCN(c3cccc(Cl)c3)CC2)nc2c1c(=O)n(C)c(=O)n2C	0	-8	13	-49	-2	-1	0	0.8	-16
Cc1sc2ncnc(Nc3ccccc3)c2c1C	-7	-4	-1	-22	1	-2	-1	-0.6	-18
CCN(c1ccc(OC)cc1)S(=O)(=O)N1CCCC(C(=O)NCc2ccc(OC(C)C)cc2)C1 (stereo not given)	-3	-3	-1	-3	0	-4	-1	5.0	/
Cc1c(C(=O)N/N=C/c2ccc(N(C)C)cc2)[nH]c2ccc(Cl)cc12	-2	-4	4	13	4	0	9	9.3	-22
CN1CCN(CCCNC(=O)c2ccc(/C=C3\Sc4ccccc4N(Cc4ccccc4F)C3=O)cc2)CC1	-4	0	3	27	15	-2	6	4.7	/
COc1ccc2c(c1)C1(Nc3ccccc3-c3nc4ccccc4n31)C(=O)N2C (stereo not given)	4	-2	23	6	13	7	-18	1.1	-23
Cc1ccc(/C=C2/Sc3ccc(C(=O)N4CCN(C)CC4)cc3NC2=O)cc1	2	8	1	17	3	-1	0	1.7	-5
Cc1ccccc1NC(=O)c1sc2nc(N3CCOCC3)c3c(c2c1N)CCCC3	1	3	20	-11	-3	2	-6	0.6	-20
Cc1nc(C(=O)N2CCc3c([nH]c4ccccc34)C2c2cc(F)ccc2F)cs1 (stereo not given)	-11	-1	17	13	0	10	1	0.4	-2
Cc1cc(C(=O)OCC(=O)c2ccc3c(c2)NC(=O)CO3)c2ccccc2n1	-2	17	-7	16	20	-13	16	4.5	-18
CC1(C)C(=O)Nc2ccccc2N1C(=O)COC(=O)c1ccc(NC(N)=O)cc1	-3	15	-4	40	7	-6	10	3.1	/
NS(=O)(=O)c1ccc(NC(=S)N2CCN(Cc3ccc4c(c3)OCO4)CC2)cc1	-3	-4	14	24	4	8	-11	0.6	-10
c1ccc(-n2c(SCC3CCCCO3)nnc2-c2cccs2)cc1 (stereo not given)	-9	27	4	-4	6	-15	-2	0.6	-23
Cn1nc(C(F)(F)F)c(C#N)c1N1CCN(c2cccc(C(F)(F)F)c2)CC1	-3	2	0	-4	5	0	-13	0.0	0
CCOc1ccc(-c2nnn(CC(=O)NCc3ccc(OC)cc3)n2)cc1OCC	-4	-16	21	8	11	5	-24	1.4	-9
Cc1nc2cc(NC(=O)NCCC3=CCCCC3)ccc2o1	-2	-5	12	6	9	7	0	0.0	-11
Cc1nn(C)c(C)c1CN(C)C(=O)C1c2ccccc2Oc2ccccc21	-4	-1	13	20	10	1	-7	1.6	-21
COc1cc2c(cc1OC)/C(=C/C(=O)c1ccccc1F)NCC2	-5	8	12	-13	-1	-4	-12	2.1	/
CCOC(=O)c1ccc(NC(=O)Oc2ccccc2)cc1	-6	-7	6	6	5	0	-5	0.2	0
CC(=O)Nc1ccc(NC(=O)CSc2ncc(C(=O)Nc3ccc(Cl)cc3)c(=O)n2C)cc1	-2	11	-11	/	/	-3	-7	0.4	-10
CCC(C)C(CO)NCCCn1cnc2c(OC)ncnc21 (stereo not given)	-1	21*	11	-23	5	-15	-3	0.2	/
COc1ccc(OC)c(S(=O)(=O)NCC(c2ccco2)S(=O)(=O)c2ccccc2)c1 (stereo not given)	3	-11	4	-1	2	9	-6	1.4	-14
Cc1ccc2cc(CN(Cc3nnnn3C3CCCC3)C3CCCCC3)c(=O)[nH]c2c1C	-2	-9	23	-1	14	8	-21	-0.2	/
O=C(Nc1ccc(S(=O)(=O)N2CCCC2)cc1)c1cccc(OC(F)F)c1	-5	-13	-11	7	2	7	1	1.2	4
CC1CN(c2ncc(/C=N/NC(=O)c3ccccc3O)s2)CC(C)O1 (stereo not given)	-5	-10	-2	1	7	7	-6	0.5	-9
Nc1ncc(-c2ccc(-c3ccccc3)cc2F)cc1-c1ccccc1F	-2	-6	-10	6	0	0	0	0.2	/
COc1ccc(/C=C2\N=C(C)N(c3ccc4ccccc4c3)C2=O)cc1OC	-8	-1	21	66*	3	0	-8	3.8	-18
CCOC(=O)C1(C)CCN1C(=O)c1cc2ccccc2s1 (stereo not given)	-3	6	-4	-3	-1	-7	9	0.3	/
CS(=O)(=O)c1ccc(Cl)c(NC(=O)CN2CCCC2c2ccc3c(c2)OCCCO3)c1 (stereo not given)	-5	0	-18	3	2	1	-1	1.5	-12
O=C(c1ccccn1)N1CCN(c2cccc(C(F)(F)F)c2)CC1	-4	-13	11	5	0	9	-11	2.1	-6
CC(=O)c1ccc(NC(=O)CCn2c(=S)oc3ccccc32)cc1	-10	7	9	15	8	-15	-5	2.4	-11
Cc1ccc2c(c1)C1C3CCC(C3)C1S(=O)N2 (stereo not given)	-6	-10	17	-23	2	9	-19	2.0	0
CCN(C(=O)CSc1nnnn1C)c1c(N)n(Cc2ccccc2)c(=O)[nH]c1=O	-2	-5	11	10	2	8	-4	-0.3	1
COc1ccc(NC(=O)c2ccc(C)cc2)cc1	-5	-16	15	4	0	12	-9	-0.1	-3
O=c1[nH]c(Nc2ccccc2)cc2ccccc12	0	0	0	5	20	-1	2	0.9	-3
Oc1ccc(/C=N/N2CCN(c3ccccn3)CC2)cc1	-3	-8	21	-12	2	2	-23	2.8	14
COc1ccc(-c2ccc(SCC(=O)N3c4ccccc4CC3C)nn2)cc1OC (stereo not given)	-9	23	8	27	9	-27	-19	6.0	-17
COc1ccc(-c2nc3c4ccccc4ccn3c2CN2CCOCC2)cc1OC	-4	-13	4	1	1	6	-10	0.9	-25
CCOc1cccc2cc(C(=O)NCc3ccc(Cl)cc3)c(=N)oc12	-3	-8	14	-16	0	7	-9	0.8	-9
CN(C)c1ccc(/C=C/C(=O)c2ccc(O)cc2)cc1[N+](=O)[O-]	-4	1	-9	22	-1	-2	-13	3.5	-11
CCOC(=O)C1=C(CSc2nc(-c3ccccc3)ccc2C#N)OC(N)=C(C#N)C1c1cccnc1 (stereo not given)	-5	-27	17	19	19	-4	-2	2.4	-2
Cc1ccccc1NC(=O)Cn1c(NCC(C)O)nc2ccccc21 (stereo not given)	-6	-3	0	11	4	5	22	-0.1	3
CCOC(=O)C1CCCN(S(=O)(=O)c2ccc(NC(C)=O)cc2)C1 (stereo not given)	-4	0	0	-2	7	7	-9	4.3	0

Copied from the listing (three entries):
SMILES	M1 ag	M1 antag	CHO-K1 Ca PAM	TAAR1 antag	TAAR1 ag	CHRM1 PAM	CHO-K1 Ca antag	CHO-K1 Ca ag	CHO parental Ca
CCOC(=O)C1=C(CSc2nc(-c3ccccc3)ccc2C#N)OC(N)=C(C#N)C1c1cccnc1 (stereo not given)	-5	-27	17	19	19	-4	-2	2.4	-2
Cc1ccccc1NC(=O)Cn1c(NCC(C)O)nc2ccccc21 (stereo not given)	-6	-3	0	11	4	5	22	-0.1	3
CCOC(=O)C1CCCN(S(=O)(=O)c2ccc(NC(C)=O)cc2)C1 (stereo not given)	-4	0	0	-2	7	7	-9	4.3	0

Three compounds out of the list, sorted by number of heavy atoms, ascending.
SMILES	M1 ag	M1 antag	CHO-K1 Ca PAM	TAAR1 antag	TAAR1 ag	CHRM1 PAM	CHO-K1 Ca antag	CHO-K1 Ca ag	CHO parental Ca
Cc1ccccc1NC(=O)Cn1c(NCC(C)O)nc2ccccc21 (stereo not given)	-6	-3	0	11	4	5	22	-0.1	3
COc1ccc(-c2nc3c4ccccc4ccn3c2CN2CCOCC2)cc1OC	-4	-13	4	1	1	6	-10	0.9	-25
CCOC(=O)C1=C(CSc2nc(-c3ccccc3)ccc2C#N)OC(N)=C(C#N)C1c1cccnc1 (stereo not given)	-5	-27	17	19	19	-4	-2	2.4	-2
